GALK inhibitor: inhibitors of human galactokinase | Potency, µM (titrated, usually from 57.5 µM), for the others: at the top dose activity change, negative = inhibition, most hits filed as inhibitors | actives 0.007% (n = 270,000) | Purified GALK, Kinase-Glo residual ATP luminescence | AID 1868; further: potency means the concentration at half of the fitted maximal effect; on the % scale 0 is the no-effect control and ±100 the full control effect
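Human GALK (5 nM) with 35 uM ATP and 100 uM galactose in 20 mM HEPES pH 8.0, 5 mM MgCl2, 60 mM NaCl, 1 mM DTT, 0.01% BSA. After 1 h at room temperature, leftover ATP was read by Kinase-Glo Plus luminescence.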
PTAP TSG101 blk: blocks PTAP/TSG101 interaction to inhibit HIV-1 budding; Q99816; Fluorescence polarization, FITC-PTAP peptide / Tsg101 binding; Potency, µM (doses to about 115 µM), for inactives: at the highest dose activity change, negative = inhibition, actives largely listed as inhibitors; 340,000 tested, under 10 active; AID 493005; active means well fitted inhibition curve with a large enough effect in the main read-out, with a control signal flat, not every such curve was filed as active; inconclusive means small, poorly fitted or top-dose-only effect, or effect the other way, or a change in a side signal; inactive means no such curve, though single readings can be large or run the other way; further: potency means the concentration at half of the fitted maximal effect; % of control where 0% means no effect
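Compounds were pin-transferred onto Tsg101 binding domain (10 uM final) in HEPES pH 7.5 buffer, then FITC-PTAP peptide was added at 50 nM final. After 20 min at RT, polarization reported peptide displacement across a qHTS concentration series.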
Tb PFK block: inhibitors of T. brucei phosphofructokinase. Potency, µM (doses to about 57.5 µM), without a hit: at the top dose activity, negative = inhibition, most hits filed as inhibitors. actives 0.17% (n = 330,000). T. brucei PFK, ADP-Glo luminescence. AID 485367;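 further: potency means the concentration at half of the fitted maximal effect; 0% = uninhibited 1x PFK enzyme wells and -100% = no-enzyme wells; nearly all actives have a fitted effect of over 60% in size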
Target sequence (O15648 whole entry, looked up): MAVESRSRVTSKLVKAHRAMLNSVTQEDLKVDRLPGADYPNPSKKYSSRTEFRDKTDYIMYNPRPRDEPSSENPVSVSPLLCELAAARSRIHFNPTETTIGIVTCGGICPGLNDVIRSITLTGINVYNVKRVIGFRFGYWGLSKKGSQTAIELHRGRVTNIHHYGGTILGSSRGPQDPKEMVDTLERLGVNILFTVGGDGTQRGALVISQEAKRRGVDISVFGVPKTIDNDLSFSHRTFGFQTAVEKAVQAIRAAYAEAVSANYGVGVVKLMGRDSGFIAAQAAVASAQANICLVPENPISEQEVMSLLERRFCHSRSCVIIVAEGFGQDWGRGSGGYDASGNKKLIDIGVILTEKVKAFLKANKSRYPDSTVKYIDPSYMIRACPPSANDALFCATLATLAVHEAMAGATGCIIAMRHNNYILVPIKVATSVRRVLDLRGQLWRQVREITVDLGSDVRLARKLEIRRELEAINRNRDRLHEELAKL
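PFK 1.25 nM, F6P 0.5 mM, ATP 0.1 mM, 0.1 M TEA pH 8.0, 5 mM MgCl2, 0.01% Tween20, 0.1% BSA; 45 min RT. ADP-Glo readout. qHTS titration up to 57 uM; curves fitted, compounds curve-classed.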
BCR signal inh: chronic active BCR signaling inhibition | ABC-DLBCL IkBa-CBG/CBR reporter, luminescence ratio, 4 h | Potency, µM (titrated, usually from 46.1 µM), without a hit: at the highest dose ratio change, negative = lower green/red ratio, usual class: inhibitors | actives 0.05% (n = 340,000); active means well fitted inhibition curve with a large enough effect in the signal ratio, with a control signal flat, not every such curve was filed as active; inconclusive means small, poorly fitted or top-dose-only effect, or effect the other way, or a change in a side signal; the % refers to the signal ratio;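 further: potency means the concentration at half of the fitted maximal effect; plate controls were basal doxycycline-induced cells for no effect and cells given 10 µM MG132 for full effect; MG132 reads +100%, hits lower the ratio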
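Doxycycline induced both beetle luciferases in TMD8 lymphoma cells; IKK-driven degradation limits the IkappaBalpha-fused green signal, while red luminescence normalises for cell number and nonspecific effects. Compounds tested up to 46 uM, 4 hrs.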
ASM inhibitor: inhibitors of human secretory acid sphingomyelinase; actives 0.006% (n = 340,000); placental ASM, HMU-PC fluorogenic substrate, 60 min; P17405; AID 504937; Potency, µM (top dose mostly 57.5 µM), for inactives: top-dose activity change, negative = inhibition, usual class: inhibitors; further: potency means the concentration at half of the fitted maximal effect
Target sequence (P17405 47-631 limits assumed): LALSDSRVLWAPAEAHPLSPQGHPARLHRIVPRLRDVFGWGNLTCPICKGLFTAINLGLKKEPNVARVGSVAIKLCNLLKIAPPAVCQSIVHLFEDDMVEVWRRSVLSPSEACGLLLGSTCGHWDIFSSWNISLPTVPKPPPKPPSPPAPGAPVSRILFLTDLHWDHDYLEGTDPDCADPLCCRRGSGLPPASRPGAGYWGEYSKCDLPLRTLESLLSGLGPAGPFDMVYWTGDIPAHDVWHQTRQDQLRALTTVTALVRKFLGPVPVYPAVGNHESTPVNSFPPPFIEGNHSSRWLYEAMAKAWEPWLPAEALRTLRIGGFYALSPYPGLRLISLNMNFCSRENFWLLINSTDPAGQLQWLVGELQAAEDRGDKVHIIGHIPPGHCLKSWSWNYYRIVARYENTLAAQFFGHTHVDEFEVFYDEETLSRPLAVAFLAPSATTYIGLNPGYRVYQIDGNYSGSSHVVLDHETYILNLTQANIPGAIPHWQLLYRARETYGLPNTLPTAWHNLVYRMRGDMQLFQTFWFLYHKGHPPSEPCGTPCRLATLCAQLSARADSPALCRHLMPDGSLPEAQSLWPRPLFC
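HMU-PC0 cleavage (9 uM final) by human placental ASM, 60 min at 37 °C following 10 min compound exposure at RT; stopped at pH 10, fluorescence Ex 386/Em 447 nm.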
Giardia killer: kills Giardia lamblia; activity change, % at 7.66 µM, hits read low; actives 0.15% (n = 340,000); Giardia lamblia trophozoite viability; in the data active means activity change below about -80%; inconclusive means between about -30% and that limit;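 further: parasites exposed to compound for two days anaerobically before the ATP read; on the % scale 0 is the no-effect control and ±100 the full control effect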
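Giardia lamblia trophozoites (100 cells/well) were incubated with compounds for 48 h at 37 deg C under anaerobic conditions. Viability was read as ATP content by one-step luminescence after 15-30 min at room temperature.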
Coupling enz: inhibits coupling enzyme system, counter-screen for aldolase hits | coupling enzyme system counterscreen, AmpLite Red fluorescence | activity change, negative = inhibition, % at 58.2 µM, hits read low | actives 0.67% (n = 290,000) | AID 2472; in the data active means activity change below about -30%; further: on the % scale 0 is the no-effect control and ±100 the full control effect
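Fluorescence at 525 nm excitation and 598 nm emission measured inhibition of the coupled detection system without aldolase. Compounds (at 57.5 uM final) were preincubated 10 min at room temperature with coupling enzyme reagent before a 20 min substrate/AmpLite Red step.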
B2AR arrestin: recruits beta-arrestin to the human beta2-adrenergic receptor. beta-arrestin recruitment to beta2AR, cell-based reporter. actives 0.02% (n = 330,000). AID 492947. Potency, µM (highest dose often 46.1 µM), inactives show at the top dose activation, usual class: activators;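 further: potency means the concentration at half of the fitted maximal effect; 0% = DMSO controls and full agonism = EC100 isoproterenol or metaproterenol; nearly all actives have a fitted effect of over 65% in size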
PKM2 activator: PKM2 (human) enzyme activation; purified PKM2, Kinase-Glo ATP luminescence, activation; response scale: 0% is enzyme alone, no compound; Potency, µM (titrated, usually from 57.5 µM), for inactives: at the top dose activation, actives largely listed as activators; actives 0.34% (n = 260,000); further: potency means the concentration at half of the fitted maximal effect; on the % scale 0 is the no-effect control and ±100 the full control effect; nearly all actives have a fitted effect of over 55% in size
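Kinase-Glo luminescence reports ATP generated from ADP (0.1 mM) and PEP (0.5 mM) by purified hPK-M2 after 1 h at room temperature, pH 7.2 imidazole buffer; intermediate enzyme activity allows detecting inhibitors and activators.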
a7 integrin act: activates integrin-mediated alleviation for muscular dystrophy. alpha7betagal myoblasts, beta-gal FDG fluorescence, 48 h. Potency, µM (series often up to 38.3 µM), for the others: at the top dose activation, actives largely listed as activators. actives 0.064% (n = 350,000). AID 624291;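 further: potency means the concentration at half of the fitted maximal effect; 100% = response of the positive control SU9516; nearly all actives have a fitted effect of over 60% in size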
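Alpha7betagal+/- myoblasts (passage 13) were plated 16-24 hr, then exposed to compounds (1:260 dilution of DMSO stock) for 48 hours at 37C. After MPER lysis, β-galactosidase reporter activity was read as FDG fluorescence (ex 480/em 540) after 30 minutes.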
Menin-MLL TR inh: menin-MLL binding inhibition, Texas Red mutant peptide; Menin + Texas Red MLL mutant peptide, fluorescence polarization; actives 0.23% (n = 270,000); O00255; AID 1768; Potency, µM (doses to about 61.6 µM), inactives show at the highest dose FP activity change, negative = inhibition, actives largely listed as inhibitors; active means well fitted inhibition curve with a large enough effect in the polarisation, with a control signal flat, not every such curve was filed as active; inconclusive means small, poorly fitted or top-dose-only effect, or effect the other way, or a change in a side signal; inactive means no such curve, though single readings can be large or run the other way; the % refers to the polarisation; further: potency means the concentration at half of the fitted maximal effect; % of control where 0% means no effect; many of its hits are not listed in these tables
Numbers without * were called inactive; i = inactive; u = inconclusive; x = no result given; [ ] = remark or other dose. Unless noted, the call rests on the fitted dose curve; in most records, active means well fitted curve in the direction sought with a large enough effect; inconclusive means small, poorly fitted or top-dose-only effect, or another doubt; inactive means no such curve, though single readings can be large; an effect the other way counts as inactive or inconclusive. An excerpt; the hit share may differ from the screen's.

SMILES	GALK inhibitor	PTAP TSG101 blk	Tb PFK block	BCR signal inh	ASM inhibitor	Giardia killer	Coupling enz	B2AR arrestin	PKM2 activator	a7 integrin act	Menin-MLL TR inh
CSc1cccc(N2CC(C(=O)Nc3cccc(S(=O)(=O)N4CCCC4)c3)CC2=O)c1 (stereo not drawn)	x	-5%	-1%	0%	-10%	4	x	-0.3%	x	-5%	x
O=S(=O)(NC1c2cccc3cccc(c23)C1Sc1ncccn1)c1ccc(Cl)cc1 (stereo not drawn)	-2%	0%	1%	u	-9%	4	2	-0.6%	-2%	-6%	-5%
O=C(CCNC(=O)c1ccc(Br)cc1)Nc1ccccc1N1CCCCC1	x	-6%	-1%	1%	-3%	0	x	0.3%	x	23%	x
CC(C)c1ccc(-c2nnn(CCC(=O)O)n2)cc1	0%	-9%	-3%	u	6%	-6	7	-0.2%	-2%	-5%	9%
CCOc1ccc(S(=O)(=O)N(CC(=O)O)c2ccc(C)cc2)cc1	0%	0%	-1%	u	-1%	4	16	-0.1%	13%	5%	12%
O=C(O)c1cccc(N2CCCC2)c1	-2%	-1%	-1%	u	45%[activator]	-5	-1	0.5%	-1%	23%	u
C/C=C/C(=O)N1CC2(CC(c3cccc(NC(=O)CCCCC)c3)=NO2)C[C@H]1C(N)=O (stereo partly drawn)	4%	x	-7%	1%	x	x	0	-0.2%	0%	x	x
O=C(Cc1c(C(=O)O)[nH]c2ccccc12)NCCN1CCN(c2cccc(Cl)c2)CC1	0%	-3%	-4%	6%	-3%	-6	10	-0.1%	-2%	13%	18%
C/C(Cn1nnc([N+](=O)[O-])n1)=N\NC(=O)c1ccc(Cl)c(Cl)c1	1%	-2%	-1%	u	-2%	-24	-43*	-0.1%	1%	-23%	-7%
CCc1cccc2c1NC(=O)C21OCCO1	x	0%	-7%	-1%	-5%	1	0	-0.6%	x	34%	24%
CC(C)CCCN1CCN=C1N(C)C	x	0%	0%	-18%	0%	29	0	-0.6%	-1%	31%	-18%
CC(C)CN(CCCNC(=O)CC1Oc2ccccc2NC1=O)CC(C)C (stereo not drawn)	1%	-6%	2%	-12%	-4%	7	0	0.5%	2%	18%	0%
CCc1nc2ccccc2[nH]c1=O	4%	-2%	-7%	-4%	7%	4	1	-0.7%	-10%	-26%	x
Cc1ccc(C)c(CNC(=O)Nc2ccccc2)c1	10%	-3%	-11%	-8%	6%[11.5 µM]	-27	3	0.5%	4%	6%	0%
Cc1ccc(N(C)C(=O)N2CCN(S(=O)(=O)c3ccc(C)cc3)CC2)cc1	1%	-3%	-1%	u	-5%	-12	0	0.0%	-2%	26%	u
Cc1cc(-c2nc3ccccc3[nH]2)ccc1N	7%	1%	2%	u	-1%	-28	0	0.0%	-44%	0%	6%
CCC1C(=O)NCCN1C(=O)c1ccccc1OC1CCN(S(C)(=O)=O)CC1 (stereo not drawn)	0%	5%	3%	1%	-1%	-8	0	-0.4%	1%	-20%	-6%
O=C(c1ccc(S(=O)(=O)Cc2ccccc2F)c([N+](=O)[O-])c1)N1CCCC1	5%	-9%	2%	u	1%	5	5	0.1%	0%	-65%[inhibitor]	10%
COC(=O)c1ccccc1NCc1cc(=O)oc2cc(O)c(O)cc12	7%	-2%	12%	-1%	482%[activator]	16	-1	0.4%	x	0%	u
COc1ccccc1C(=O)N/N=C(\C)CC(=O)Nc1ccccn1	-3%	1%	1%	u	-1%	-1	0	0.0%	2%	-11%	0%
COc1ccc(N2CCN(C(=O)c3ccc(NS(=O)(=O)c4ccc(F)c(F)c4)cc3)CC2)cc1	7%	-6%	0%	0%	-1%	1	3	-0.5%	11%	39%	5%
COc1ccc(NC(C)=O)cc1NC(=O)CN1CCN(CC(=O)Nc2ccccc2Cl)CC1	5%	-4%	3%	-1%	5%	36[activator]	5	0.2%	-3%	-29%	4%
COc1ccccc1CNC(=O)C1Cc2cc(S(=O)(=O)N3CCCCC3)ccc2N1C(C)=O (stereo not drawn)	-8%	-3%	0%	13%	0%	11	x	0.1%	x	-12%	x
CCn1cc(CNC(=S)Nc2cccc3ccccc23)cn1	5%	-2%	-7%	-2%	8%	-11	-7	0.0%	-2%	-17%	-20%
O=C(NC(c1ccccc1)c1ccccn1)c1cccc([N+](=O)[O-])c1 (stereo not drawn)	0%	-1%	4%	-9%	2%	-6	0	-0.2%	8%	21%	-18%
O=C(C1CC(c2ccccc2O)=NO1)N1CCc2ccccc2C1 (stereo not drawn)	0%	-4%	0%	u	-3%	-8	2	0.4%	8%	5%	1%
O=C(Nc1cc(C(F)(F)F)ccc1Cl)c1cccc(N2C(=O)CCC2=O)c1	8%	-4%	0%	3%	2%	1	x	-0.8%	-3%	-14%	x
CC1CCc2sc(C(=O)Nc3nnc(SCc4ccc(F)cc4)s3)cc2C1 (stereo not drawn)	1%	5%	3%	0%	-6%	15	5	0.0%	-3%	38%	1%
OCCNc1cc(Cl)ncn1	6%	1%	1%	u	7%	2	2	-0.4%	-3%	-22%	x
C(=N\N1CCN(Cc2ccccc2)CC1)/c1ccccc1	1%	-2%	1%	5%	0%	3	0	2.5%	0%	-5%	x
Cc1nc2ccc(NC(=O)Cn3cnc4c3c(=O)n(C)c(=O)n4C)cc2s1	8%	x	-1%	-4%	x	x	1	-0.7%	-6%	x	8%
CC(C)NC(=O)c1c(O)c2ccccc2[nH]c1=O	1%	0%	-2%	u	-2%	3	-4	7.4%	1%	u	49%[activator]
C=CCCC(=O)N1CCC(n2nccc2NC(=O)CCCc2ccccc2)CC1	-3%	-5%	-2%	1%	4%	8	x	0.3%	0%	0%	x
NS(=O)(=O)c1ccc(CCNC(=O)COC(=O)CC(c2ccccc2)c2ccccc2)cc1	-2%	-8%	2%	-1%	2%	7	0	-0.8%	-3%	-9%	16%
COC(=O)Cc1ccc(NC(=S)NCc2cccc(OC)c2)cc1	-1%	-5%	0%	1%	1%	13	3	-0.8%	0%	-8%	12%
COc1ccc(NC(=O)Cn2nnc(C(=O)NCCc3ccccc3)c2N)c(OC)c1	9%	-7%	-3%	-4%	-1%	-22	5	0.2%	x	14%	u
Cn1cc(Br)c(C(=O)N/N=C/c2cc3c(cc2Cl)OCO3)n1	5%	-5%	3%	u	1%	5	-1	0.1%	-1%	6%	-16%
COc1ccc(CNCc2ccc(F)cc2)c(OC)c1	-2%	-2%	-7%	6%	-2%	0	1	-0.4%	0%	0%	9%
O=C(NC12CC3CC(CC(C3)C1)C2)N1CC2Cc3cccc(=O)n3C(C2)C1 (stereo not drawn)	5%	-1%	4%	0%	0%	-19	-1	0.0%	2%	-11%	1%
Cc1ccc(-n2nnnc2SCC(=O)N2CCNC2=O)cc1C	x	-5%	-9%	-1%	0%	-28	x	0.3%	x	u	x
Cn1nnc2c(N3CCCCC3)nccc21	0%	-2%	-10%	-18%	2%	-6	0	-1.0%	-8%	14%	10%
Cc1cc(NCC2CCCO2)n2c(nc3ccccc32)c1C#N (stereo not drawn)	0%	-7%	x	x	i	10	-2	x	0%	12%	-18%
C/C(=C\C(=O)c1ccc(C)cc1)Nc1ccc(N2CCOCC2)cc1	0%	x	0%	1%	x	x	-2	3.1%	2%	x	18%
Cc1noc(C)c1C(=O)N(C)Cc1ccccc1	1%	-2%	-4%	-8%	8%	40[activator]	3	0.7%	1%	8%	x
O=C(CSc1nc2ccccc2c(=O)[nH]1)c1ccccc1	-2%	-4%	6%	u	-2%	-2	3	2.2%	0%	-18%	-30%
O=C(Nc1ccc(C(=O)c2ccccc2)cc1)c1ccccc1	-2%	-4%	-1%	-2%	-6%	-1	-5	0.2%	x	-39%	u
NC(=O)c1cccn1Cc1ccccc1Cl	4%	x	0%	-1%	2%	16	0	-0.9%	5%	8%	-10%
Cn1nc(C(F)(F)F)c2cc(C(=O)N3CCOCC3)sc21	-1%	-4%	-2%	-17%	1%	6	4	-0.5%	7%	-18%	0%
O=C1C=C(Nc2ccccc2)c2ccccc2C1=O	-1%	0%	-4%	-3%	-2%	-29	-49*	-0.2%	-7%	-46%[inhibitor]	u
O=C(CSc1ccc(F)cc1)Nc1ccc(C2SCCS2)cc1	0%	-3%	-9%	0%	-2%	-6	1	4.2%	1%	16%	x
Cc1ccc([N+](=O)[O-])cc1-c1ccc(/C=C(\C#N)c2[nH]nc(N)c2C#N)o1	0%	-3%	u	u	-5%	-9	-1	-1.0%	0%	-26%	15%

High-throughput results deposited in PubChem by National Center for Advancing Translational Sciences (NCATS).
